Source: PubChem
bIAP inh: bovine intestinal alkaline phosphatase inhibitors, primary screen, selectivity assay for TNAP inhibitor project, biochemical, bovine IAP, CDP-star luminescence | 190,000 tested, under 10 active | inhibition, % at 20 µM | alkaline phosphatase, intestinal [Bos taurus] | AID 1019, 2008 | purified bovine IAP, 30 min;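 active means over 50% inhibition of intestinal alkaline phosphatase at 20 µM in the single-dose screen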
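Assay system – bovine IAP enzyme · Quantity – bovine IAP at 1/65,000,000 final dilution · Detection – CDP-star luminescence signal · Times – 30 min reaction at room temperature · Also added – CDP-star substrate at 30 µM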
Diaphorase act: compounds boosting diaphorase resazurin reduction – biochemical, uHTS, resorufin fluorescence, counter-screen for diaphorase-coupled primary assays, primary screen | actives 0.005% (n = 190,000) | activation factor at 20 µM | AID 1229, 2008 | Diaphorase/resazurin coupled assay, 16 min; active compounds read high; 1 = vehicle wells, 0 = NADH-free wells;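 active means diaphorase activity raised at least twofold by the compound at 20 µM; inactive means activation factor below 2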
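System – purified diaphorase enzyme from Clostridium kluyveri · Input – enzyme 0.07 U/mL final · Also added – final NADH 0.114 mM, resazurin 0.1 mM · Measured by – fluorescence of resorufin, 544 nm excitation, 590 nm emission · Timing – 16 min enzyme reaction, ambient temperature · Measure – resorufin increase flagging diaphorase activators or reducers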
PMI activator: activators of human PMI, primary screen, biochemical, fluorescence intensity, near-Km mannose 6-phosphate; purified human PMI, coupled resazurin fluorescence, 20 min; active compounds read high; 1 = vehicle control, 0 substrate-free wells; activation factor at 20 µM; actives 0.005% (n = 190,000); AID 1214, 2008;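 active means activation factor of 2 or more at 20 µM, relative to plate controls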
Target sequence (P34949 whole entry, looked up): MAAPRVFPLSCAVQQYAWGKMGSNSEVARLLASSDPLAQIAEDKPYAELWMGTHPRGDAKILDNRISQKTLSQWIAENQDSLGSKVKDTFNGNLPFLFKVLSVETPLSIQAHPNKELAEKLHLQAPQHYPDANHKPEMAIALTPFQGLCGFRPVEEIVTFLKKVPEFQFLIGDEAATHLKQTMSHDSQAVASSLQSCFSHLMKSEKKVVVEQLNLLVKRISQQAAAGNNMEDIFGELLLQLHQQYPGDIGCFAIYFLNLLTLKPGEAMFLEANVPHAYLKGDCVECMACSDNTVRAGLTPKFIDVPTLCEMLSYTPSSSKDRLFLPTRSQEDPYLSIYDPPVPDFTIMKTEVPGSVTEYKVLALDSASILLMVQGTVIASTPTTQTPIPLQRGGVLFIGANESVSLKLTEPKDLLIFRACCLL
L major viab: Leishmania major promastigote growth inhibition, primary screen | inhibition, % at 10 µM | Leishmania major promastigotes, resazurin fluorescence viability | AID 1063, 2008 | actives 9% (n = 200,000); in the data active means inhibition above about 50%;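 further: promastigotes grown with compound for 44 hours at 28 °C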
PMI act satM6P: human PMI activators, high substrate, primary screen, biochemical, fluorescence intensity, near-saturating mannose 6-phosphate. coupled PMI enzyme assay, resazurin fluorescence, 20 min; active compounds read high; 1 = untreated enzyme, 0 = substrate-free blank. activation factor at 20 µM. AID 1216, 2008. Mannose-6-phosphate isomerase (Homo sapiens), P34949. actives 0.34% (n = 190,000);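 active means activation factor of 2 or more at 20 µM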
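Test system: human phosphomannose isomerase with PGI, G6PDH, diaphorase coupling enzymes; amount: 15 ng/mL PMI; incubation: enzyme reaction with compound 20 min at room temperature; technique: resorufin fluorescence (Ex 544/Em 590 nm) from resazurin via diaphorase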
TNAP inh noacc: human TNAP enzyme inhibitors, primary screen, biochemical, luminescent, no phosphate acceptor, uHTS. Alkaline phosphatase, tissue-nonspecific isozyme (Homo sapiens), P05186. purified TNAP, CDP-star luminescence, 30 min. inhibition, % at 20 µM. actives 0.26% (n = 200,000);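 active means tissue-nonspecific alkaline phosphatase inhibition above about 50% at 20 µM in the single-dose screen, limit read from the data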;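 further: 0% = DMSO negative control and 100% = EDTA positive control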
Target sequence (P05186 whole entry, looked up): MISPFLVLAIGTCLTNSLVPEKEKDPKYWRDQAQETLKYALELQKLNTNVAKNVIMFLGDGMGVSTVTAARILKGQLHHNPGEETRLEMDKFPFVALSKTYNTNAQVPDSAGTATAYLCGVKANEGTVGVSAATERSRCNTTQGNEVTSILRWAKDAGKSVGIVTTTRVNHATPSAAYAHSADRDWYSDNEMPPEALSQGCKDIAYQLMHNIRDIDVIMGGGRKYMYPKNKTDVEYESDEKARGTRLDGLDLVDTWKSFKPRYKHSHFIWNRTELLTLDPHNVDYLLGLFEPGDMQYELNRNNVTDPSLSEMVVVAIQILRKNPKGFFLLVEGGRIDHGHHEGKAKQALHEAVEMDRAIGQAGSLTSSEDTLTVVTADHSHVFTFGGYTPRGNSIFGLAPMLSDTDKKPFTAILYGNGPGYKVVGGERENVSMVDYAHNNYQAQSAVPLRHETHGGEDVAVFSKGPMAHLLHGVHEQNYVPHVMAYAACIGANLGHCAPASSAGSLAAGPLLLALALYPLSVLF
TNAP inh hiacc: human TNAP enzyme inhibitors, primary screen, biochemical, luminescent, high phosphate acceptor level, uHTS; inhibition, % at 20 µM; actives 0.03% (n = 200,000); purified TNAP, CDP-star luminescence, 1 M DEA; Alkaline phosphatase, tissue-nonspecific isozyme (Homo sapiens), P05186; AID 1135, 2008;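 active means over 50% inhibition of tissue-nonspecific alkaline phosphatase at 20 µM in the single-dose screen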;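 further: plate controls were DMSO wells for no effect and EDTA-quenched wells as full inhibition for full effect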
Diaphorase inh: diaphorase inhibitors and chemical oxidizers, primary screen, counter-screen for diaphorase-coupled primary assays, biochemical, uHTS, resorufin fluorescence; diaphorase resazurin-to-resorufin fluorescence, NADH, 16 min; bacterial (C. kluyveri) enzyme, not human; inhibition, % at 20 µM; actives 0.69% (n = 190,000);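 active means primary screen inhibition at 20 µM above a set limit, cut at about 50% in these data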;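 further: plate controls were DMSO with full reaction for no effect and wells lacking NADH for full effect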
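Assay system: diaphorase enzyme from Clostridium kluyveri; Input: enzyme working solution with 0.14 U/mL diaphorase; Timing: 16 min at room temperature; Technique: resorufin fluorescence, excitation 544 nm, emission 590 nm; Benchmarks: positive control minus NADH, DMSO neutral control.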
bIAP activator: bovine intestinal alkaline phosphatase activators, primary screen, biochemical, bovine IAP, CDP-star luminescence | purified bovine IAP, 30 min; active compounds read high; fold of DMSO-control signal, blank-subtracted | activation factor at 20 µM | actives 0.17% (n = 200,000);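 active means activation factor of 2 or more at 20 µM, a signal rise over negative controls twice the positive control's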
TNAP act hiacc: TNAP activators at high phosphate acceptor level, primary screen, biochemical, luminescence, uHTS | activation factor at 20 µM | Alkaline phosphatase, tissue-nonspecific isozyme (Homo sapiens), P05186 | AID 1136, 2008 | purified TNAP, CDP-star luminescence, 1 M DEA, 30 min; active compounds read high; 0 = EDTA background, 1 = DMSO-only activity | 200,000 tested, under 10 active;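 active means activation factor at least 2 at 20 µM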
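system = human TNAP | amount = enzyme diluted 1/800 final | reagent = 100 µM CDP-star substrate | signal = luminescent substrate turnover signal | dosing = one dose, 20 µM | benchmarks = EDTA negative control, DMSO positive control | measure = activation factor | timing = 30 min reaction, room temperature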
* hit, by the source's call; nt = not tested or not shown.

SMILES	bIAP inh	Diaphorase act	PMI activator	L major viab	PMI act satM6P	TNAP inh noacc	TNAP inh hiacc	Diaphorase inh	bIAP activator	TNAP act hiacc
CCOC(=O)C1=C(C)NC(C)=C(C(=O)OCC)C1C(=O)OCC(=O)N1CCc2ccccc2C1	-1.6	0.8	0.9	6.0	0.9	-1.7	3.1	16.2	1	1
COC(=O)CSc1ccc(S(=O)(=O)N2CCCCCC2)cc1[N+](=O)[O-]	2.5	1.1	1.1	9.6	1.1	-8.0	4.0	-12.5	1	1
COC(=O)Nc1sc2nc(C)cc(C)c2c1-n1cccc1	11.0	0.8	0.9	-2.7	1	-2.9	-4.0	22.0	0.9	1
CCOC(=O)c1csc(NC(=O)c2ccc(S(=O)(=O)N3CCCC3)cc2)n1	-2.9	1.1	1.1	0.8	1.1	-11.1	-0.5	-12.2	1	1
CS(=O)c1ccccc1-c1nc(-c2ccc(Cl)cc2)no1 (stereo unspecified)	-14.7	0.9	0.9	6.5	0.9	-7.4	2.2	8.3	1.1	1
CSc1nc2ccccc2n1CC(=O)Nc1c(C)n(C)n(-c2ccccc2)c1=O	4.0	0.9	1	4.4	1	-2.8	2.1	13.9	1	1
O=C(c1ccc(-c2ccccc2)cc1)N1CCN(Cc2ccccn2)CC1	0.0	0.8	1	-1.5	0.9	-5.7	-1.7	19.4	1	1
Cc1ccccc1NC(=O)COC(=O)Cc1cccc(C(F)(F)F)c1	18.5	0.9	1	-3.3	0.9	-9.4	1.7	6.4	0.8	1
COc1cc(C2C(C#N)=C(C)NC3=C2C(=O)CC(C)(C)C3)ccc1OCCO (stereo unspecified)	-2.5	0.9	1	-1.2	0.9	-7.5	-3.5	9.3	1	1
S=C(Nc1cccc(Cl)c1)NC1CCCCC1	13.0	0.9	0.9	13.3	0.9	-5.2	-0.1	13.3	0.9	1
CC(C)NC(=O)NC(=O)CSc1ncc(C(F)(F)F)cc1Cl	10.5	0.9	0.9	-0.6	0.9	-5.2	-1.2	12.7	0.9	1
Cc1ccc(NC(=O)Nc2nnc(-c3ccncc3)s2)cc1C	-6.9	nt	nt	36.3	nt	-12.9	-3.7	nt	1.1	1
Cc1ccc(C)c(N2CCN(C(=O)CSc3ccsc3[N+](=O)[O-])CC2)c1	17.5	0.6	0.8	1.7	0.7	-0.2	0.4	36.2	0.8	1
CC(Oc1ccc(-c2ccccc2)c(F)c1)c1ccn(S(=O)(=O)c2ccc(F)cc2)n1 (stereo unspecified)	3.2	0.9	0.9	-2.9	1	-4.0	1.4	12.2	1	1
COc1ccc2[nH]c(C)c(C(=O)CN3CCOCC3)c2c1	2.8	1	1.1	2.7	1.1	-3.2	-6.4	-4.0	1	1.1
COC(=O)C(NC(=O)Nc1ccccc1OC)C(C)C (stereo unspecified)	1.0	1	1	-1.5	1	-15.9	2.1	2.3	1	1
COc1ccc(Cl)cc1NC(=O)CN(C)CC(=O)Nc1ccccc1N1CCOCC1	-7.9	0.8	1	54.4*	1.1	4.0	-1.9	18.8	1.1	1
Cc1ccc(SCc2c(-c3ccccc3)nn(C)c2Cl)cc1	14.1	0.9	1	-3.3	1	-16.5	-4.8	7.6	0.9	1
COc1cc(OC)cc(C(=O)NNC(=O)CCc2ccccc2)c1	-26.3	1	0.9	-7.0	1	-33.9	-3.6	-1.3	1.3	1
NC(=O)CSc1nnc(-c2ccccc2Br)n1-c1cccc(C(F)(F)F)c1	3.4	0.9	0.9	4.9	1	-7.8	1.3	8.6	1	1

Entries of single compounds, looked up by structure.
`COc1ccc2[nH]c(C)c(C(=O)CN3CCOCC3)c2c1` as listed: bIAP inh: 2.8; Diaphorase act: 1; PMI activator: 1.1; L major viab: 2.7; PMI act satM6P: 1.1; TNAP inh noacc: -3.2; TNAP inh hiacc: -6.4; Diaphorase inh: -4.0; bIAP activator: 1; TNAP act hiacc: 1.1
`NC(=O)CSc1nnc(-c2ccccc2Br)n1-c1cccc(C(F)(F)F)c1` as listed: bIAP inh: 3.4; Diaphorase act: 0.9; PMI activator: 0.9; L major viab: 4.9; PMI act satM6P: 1; TNAP inh noacc: -7.8; TNAP inh hiacc: 1.3; Diaphorase inh: 8.6; bIAP activator: 1; TNAP act hiacc: 1

The results go on.
SMILES	bIAP inh	Diaphorase act	PMI activator	L major viab	PMI act satM6P	TNAP inh noacc	TNAP inh hiacc	Diaphorase inh	bIAP activator	TNAP act hiacc
O=C(NCCc1c[nH]c2ccccc12)/C(=C\c1cccnc1)NC(=O)c1ccco1	3.2	0.9	1	61.1*	1	-9.9	-6.5	11.3	1	1.1
CN1CCN(/N=C/c2c3ccccc3c(Cl)c3ccccc23)CC1	-4.8	0.9	1	65.8*	0.9	6.5	1.4	14.2	1	1
CCC12CN3CCN(CC(C3)/C1=N\NC(=O)Nc1ccccc1)C2	-12.6	0.9	0.9	-3.2	1	-15.6	-2.3	6.8	1.1	1
C=C(C)Cn1c(-c2ccncc2)n[nH]c1=S	-3.3	1	1.1	-7.4	1.1	-4.6	-3.5	-1.3	1	1
COc1ccc(N=C2S/C(=C\c3ccc(C)o3)C(=O)N2CC(C)C)cc1	18.2	0.9	1	3.0	1.1	-10.3	-1.5	6.2	0.8	1
O=C(Nc1ccc(N2CCCC2)cc1)c1ccccc1F	1.1	0.9	0.8	100.1*	0.7	-7.9	-0.8	10.0	1	1
Fc1ccccc1CCNc1c2c(nc3ncnn13)CCCC2	-4.2	nt	nt	33.9	nt	-12.4	-5.0	nt	1	1.1
COc1ccc(OC)c(NC(=S)NCc2cccnc2)c1	13.9	0.9	0.9	0.6	0.9	-7.9	-3.6	11.9	0.9	1
O=C(OCCN1C(=O)c2ccccc2C1=O)c1cc2ccccc2o1	4.8	0.8	0.9	-1.8	0.9	-6.1	-1.6	22.0	1	1
CC(C)(Oc1ccc(Cl)cc1)C(=O)NCCN1C(=O)S/C(=C/c2cccnc2)C1=O	2.4	0.9	1.1	22.8	1	1.7	-3.3	10.5	1	1
CCCN(CCC)CCSc1nc(O)c(C(C)C)c(=O)[nH]1	1.7	1	1.1	14.3	1	-3.5	1.1	4.2	1	1
CCOC(=O)C(CCc1nnc(N)s1)C(=O)OCC	7.3	0.8	1	-5.4	1	-12.7	-9.4	19.8	0.9	1.1
O=C(CSc1ncnc2ccccc12)Nc1cccc(S(=O)(=O)N2CCCC2)c1	0.7	0.9	0.9	14.3	1	-11.4	-2.8	5.2	1	1
O=C1c2ccccc2C(=O)N1C/C=C/CN1C(=O)c2ccccc2C1=O	7.2	0.9	0.9	-6.5	1	-7.4	0.8	8.7	0.9	1
Cc1ccc2cc(CN(CCCN(C)C)C(=S)NCc3ccccc3)c(=O)[nH]c2c1C	-0.5	0.9	0.9	94.7*	0.9	0.5	-1.3	5.6	1	1
Cc1ccc(C2(C)NC(=O)N(CC(=O)Nc3ccc4c(c3)OCO4)C2=O)cc1 (stereo unspecified)	12.6	0.9	0.8	-6.8	0.9	-9.6	-3.4	11.0	0.9	1
Cc1ccc(CN(c2ccc(C(=O)Nc3ccc4c(c3)OCO4)cc2)S(C)(=O)=O)cc1	5.4	1	0.9	-8.3	1.1	-10.2	-7.4	4.9	0.9	1.1
Cc1nc(Oc2ccccc2)c2ccccc2n1	4.0	0.9	1	56.6*	1	-14.9	2.2	6.0	1	1
COc1ccc(OCC(=O)Nc2ccccc2Cl)cc1	12.1	0.8	1	-2.8	0.9	-11.9	-5.0	17.8	0.9	1.1
O=C(Nc1nnc(-c2ccc(Cl)cc2)o1)c1ccc(N2C(=O)CCC2=O)cc1	-3.6	0.9	1.2	65.7*	1.2	5.5	1.5	13.2	1	1

Ordered by SMILES length (ascending): three of the compounds above
SMILES	bIAP inh	Diaphorase act	PMI activator	L major viab	PMI act satM6P	TNAP inh noacc	TNAP inh hiacc	Diaphorase inh	bIAP activator	TNAP act hiacc
O=C1c2ccccc2C(=O)N1C/C=C/CN1C(=O)c2ccccc2C1=O	7.2	0.9	0.9	-6.5	1	-7.4	0.8	8.7	0.9	1
O=C(CSc1ncnc2ccccc12)Nc1cccc(S(=O)(=O)N2CCCC2)c1	0.7	0.9	0.9	14.3	1	-11.4	-2.8	5.2	1	1
O=C(Nc1nnc(-c2ccc(Cl)cc2)o1)c1ccc(N2C(=O)CCC2=O)cc1	-3.6	0.9	1.2	65.7*	1.2	5.5	1.5	13.2	1	1

New compounds follow.
SMILES	bIAP inh	Diaphorase act	PMI activator	L major viab	PMI act satM6P	TNAP inh noacc	TNAP inh hiacc	Diaphorase inh	bIAP activator	TNAP act hiacc
COc1ccccc1NC(=O)Cn1nnc(C(=O)NCCc2ccccc2)c1N	-2.9	1	0.9	6.5	0.9	-0.4	2.9	-0.1	1	1
O=C(NC1CCCC1)C1C2C=CC(C2)C1C(=O)N1CCOCC1 (stereo unspecified)	-3.2	1	1	-0.7	1	-1.2	-7.5	2.7	1	1.1
N#CN=C1SCCS1	38.6	0.9	1.1	-6.7	1.1	-10.8	-2.3	10.6	0.6	1
Cc1ccc(NC(=O)CSc2nnc(-c3ccncc3)n2C)cc1C	1.3	0.9	0.9	10.1	0.9	-4.5	2.1	10.6	1	1
O=C(CSc1nnc(-c2cccnc2)s1)Nc1ccc(C(=O)O)cc1	26.8	1	1.5	-4.8	1.6	-1.8	-4.3	0.2	0.7	1
CCN(CC)c1ccc(C(=O)OCC(=O)Nc2cccc(S(=O)(=O)NC3=NCCCCC3)c2)cc1	8.8	1	1	1.3	1.1	-23.4	0.7	-2.5	0.9	1
Cc1ccccc1NC(=O)COc1ccc(Br)cc1CNCCCO	2.1	1	1	-0.5	1	-2.3	-1.8	-2.5	1	1
CCOC(=O)Nc1sc(NS(=O)(=O)c2ccc(C)cc2)nc1C	11.1	0.8	0.9	-3.7	0.9	-11.0	-5.5	24.0	0.9	1.1
O=C(O)c1c2c(nc3ccc(S(=O)(=O)N4CCC(C(=O)N5CCCCC5)CC4)cc13)CCCC2	2.0	0.7	1.2	-9.3	1.1	-12.5	-2.8	31.9	1	1
Cc1ccccc1CNc1nc(N)n(-c2ccccc2)n1	15.3	0.9	1.2	-2.5	1.1	-13.0	-5.6	11.6	0.8	1.1
